Screening data (PubChem BioAssay)
PolyA inhibitor – blocks polyadenylation in yeast reporter cells | calls only at 12 µM | S. cerevisiae SKY197-pL101 polyadenylation reporter, beta-gal luminescence; efflux-impaired pdr1/pdr3 knockout yeast; score 100 = 6 SD above DMSO | 0.02% of 300,000 active | AID 1875;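 active = lowest replicate activity score at least 50, where 100 means six control SD above control mean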;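 note: yeast exposed to compound for 9 h at 30 °C; higher score means more reporter readthrough which indicates perturbed polyadenylation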
MrgX1 allo act – allosterically activates human MrgX1 receptor signaling; MrgX1-HEK293, Fluo-4 calcium flux, FDSS; hits give high values; B-score at 10 µM; 0.63% of 310,000 active;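 active = plate-corrected calcium response at least 3 library SD above typical, normal starting fluorescence, not activating the receptor alone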;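 note: compound read alongside a low EC10 to EC30 dose of BAM8-22 agonist; peak minus trough fluorescence over baseline measured at the second addition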
TRPC4 agonist – TRPC4 (mouse) channel activation; Q9QUQ5; HEK293 TRPC4beta/mu-opioid, Fluo4 calcium fluorescence; hits give high values; B-score at 10 µM; 0.49% of 310,000 active; AID 2237;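 active = B-score above 5 SD of library B-scores, and initial fluorescence ratio not above library mean plus 5 SD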;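 note: positive B-score marks a calcium rise read as TRPC4 activation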
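Technique: kinetic Fluo4 calcium fluorescence; Test system: TRPC4beta and mu-opioid receptor HEK293 stable cells; Measure: B-scored integrated calcium fluorescence ratio; Benchmarks: low control buffer alone, high control maximal DAMGO; Schedule: 45 min room-temperature Fluo4 loading, 110 s read.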
TRPC4 inh – blocks the mouse TRPC4 cation channel; B-score at 10 µM; Q9QUQ5; AID 2247; 0.39% of 300,000 active; HEK293 TRPC4beta/mu-opioid, DAMGO-evoked Fluo4 calcium flux; hits give low values;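 active = B-score over 3 SD under the library average, no early fluorescence shift, positive overall ratio signal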
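Assay system: Stable TRPC4beta/mu-opioid receptor HEK293 cells | Reagent: DAMGO in two steps, submaximal then maximal | Compound dosing: Single concentration per test compound | Signal: Fluo4 Ca2+ flux fluorescence | Evaluation: Per-well B score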
MrgX1 antag – antagonists of human MrgX1 receptor; AID 588676; 1.3% of 310,000 active; B-score at 10 µM; MRGX1-HEK293 calcium flux, Fluo-4, BAM8-22 antagonism; hits give low values;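 active = calcium-response B-score plate-corrected more than 3 library SD below zero, starting fluorescence within 5 deviations, no agonist response on first addition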;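 note: peak minus trough fluorescence over baseline after final BAM8-22 challenge near maximal dose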
TRPC6 inh – inhibitors of mouse TRPC6 channel; Q61143; HEK293-TRPC6, membrane potential dye, ACh-evoked depolarization; hits give low values; B-score at 10 µM; 1.1% of 310,000 active; AID 2553;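 active = B-score under library mean minus 3 SD, initial fluorescence not abnormally high, positive integrated signal ratio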;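 note: B-score derived from integrated fluorescence ratio over the kinetic read; more negative B-score means stronger inhibition of depolarization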
Target sequence (Q61143 whole entry, looked up): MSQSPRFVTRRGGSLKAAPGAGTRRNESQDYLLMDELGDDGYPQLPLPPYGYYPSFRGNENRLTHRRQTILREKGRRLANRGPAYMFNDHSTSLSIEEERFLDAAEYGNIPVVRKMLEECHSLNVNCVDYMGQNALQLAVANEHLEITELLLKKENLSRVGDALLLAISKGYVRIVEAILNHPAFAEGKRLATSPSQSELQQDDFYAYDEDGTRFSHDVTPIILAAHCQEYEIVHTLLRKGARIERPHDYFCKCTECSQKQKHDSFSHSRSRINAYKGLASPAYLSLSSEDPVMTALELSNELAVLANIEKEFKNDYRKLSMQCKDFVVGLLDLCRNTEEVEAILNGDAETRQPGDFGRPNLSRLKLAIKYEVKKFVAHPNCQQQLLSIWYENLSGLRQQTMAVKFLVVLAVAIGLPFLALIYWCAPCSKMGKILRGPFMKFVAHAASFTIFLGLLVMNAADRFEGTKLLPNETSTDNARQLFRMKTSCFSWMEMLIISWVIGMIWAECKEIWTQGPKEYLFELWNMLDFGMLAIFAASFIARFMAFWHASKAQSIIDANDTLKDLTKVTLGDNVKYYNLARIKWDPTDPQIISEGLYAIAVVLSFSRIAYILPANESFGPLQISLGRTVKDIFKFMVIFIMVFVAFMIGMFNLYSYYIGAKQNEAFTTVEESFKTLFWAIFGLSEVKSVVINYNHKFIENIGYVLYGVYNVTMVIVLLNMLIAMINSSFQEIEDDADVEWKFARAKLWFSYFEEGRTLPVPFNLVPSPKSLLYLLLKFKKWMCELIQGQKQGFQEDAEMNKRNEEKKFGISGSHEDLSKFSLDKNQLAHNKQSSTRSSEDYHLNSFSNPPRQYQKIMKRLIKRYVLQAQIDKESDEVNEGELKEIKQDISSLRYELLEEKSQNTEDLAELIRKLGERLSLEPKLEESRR
AI-2 QS modul – modulates the Vibrio harveyi AI-2 quorum sensing system; Vibrio harveyi JMH597 AI-2 luminescence/OD600 ratio, 9 h; hits give low values; strain lacks LuxN and CqsS sensors; 0 = neutral-control median; activity change, % at 7.5 µM; 0.4% of 300,000 active; in the data active = activity change below about -75%, passing the limit was not always enough;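 note: luminescence divided by OD600 gain over 9 h not by final OD600 alone; inactives centre near 13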
HIF activator – HIF pathway transcriptional activation; U2OS HRE-luciferase reporter, luminescence; normalized: DMSO 0%, desferrioxamine 100%; activation, % at 7.5 µM (by protocol); 0.32% of 300,000 active; AID 1910;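 active = mean activation of at least 10% of the iron chelator positive control signal, with at least half of replicates also reaching 10%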
TRPC6 activator – mouse TRPC6 channel activation | 0.13% of 310,000 active | B-score at 10 µM | HEK293-TRPC6 membrane potential dye fluorescence; hits give high values;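 active = B-score of the integrated fluorescence ratio above library mean plus 3 SD, and starting fluorescence ratio within library mean plus 5 SD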;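 note: higher score means more depolarization so channel activation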
TRPC4 potent – TRPC4 (mouse) allosteric potentiation. B-score at 10 µM. Q9QUQ5. 0.42% of 310,000 active. HEK293 TRPC4beta/mu-opioid, DAMGO EC20, Fluo-4 Ca2+ flux; hits give high values;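 active = B-score of calcium response area above 5 SD of library B-scores, with initial fluorescence ratio within 5 SD of library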;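 note: B-score of integrated fluorescence ratio over time as area under calcium response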
MrgX1 agonist – human MrgX1 receptor agonism, primary screen. Q96LB2. B-score at 10 µM. MrgX1-HEK293 cells, Fluo-4 calcium fluorescence, agonist mode; hits give high values. 0.44% of 310,000 active;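 active = calcium response B-score plate-corrected fluorescence ratio at least 3 library SD, with starting fluorescence B-score inside 5 SD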
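Material: MrgX1-expressing HEK293 cells; input: 15,000 cells per well; doses: test compound given as first of three sequential additions; schedule: overnight plating before 1 h dye loading; technique: Fluo-4 NW calcium-flux fluorescence, kinetic read; evaluation: baseline-normalised fluorescence change ratio, B-scored; control set: plate-wise positive and negative controls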
Numbers without * were called inactive; i = inactive; x = no result given. These rows are one share of the data; rates above refer to the full screens.

| SMILES | PolyA inhibitor | MrgX1 allo act | TRPC4 agonist | TRPC4 inh | MrgX1 antag | TRPC6 inh | AI-2 QS modul | HIF activator | TRPC6 activator | TRPC4 potent | MrgX1 agonist |
| --- | --- | --- | --- | --- | --- | --- | --- | --- | --- | --- | --- |
| CC(C)Cc1cc(C(=O)NCc2cccs2)no1 | i | i | i | i | i | i | 18 | 3.4 | i | i | i |
| Cc1cc(C)n(-c2ccc(C(=O)OCc3nnc(-c4ccccc4)o3)cc2)n1 | i | i | i | i | i | i | 2 | 0.8 | i | i | i |
| COc1ccc2nc(N/C(N)=N/C(=S)Nc3c(C)cccc3C)nc(C)c2c1 | i | i | i | i | i | i | 2 | -1.1 | i | i | i |
| COc1ccc(OC)c(S(=O)(=O)n2c([N+](=O)[O-])cnc2C)c1 | i | i | i | i | i | i | 14 | 0.0 | i | i | i |
| COc1ccc(OC)c(NC(=O)CN2C(=O)CSc3ccc(S(=O)(=O)N4CCCC4)cc32)c1 | i | i | i | i | i | i | 63 | -0.2 | i | i | i |
| O=C(c1cccc([N+](=O)[O-])c1)N1CCOCC1 | i | i | i | i | i | i | 13 | 0.0 | i | i | i |
| CN1C(C(=O)NCc2cccc(C(F)(F)F)c2)CC2Cn3c(nc4ccccc43)C21 (stereo not drawn) | i | i | i | i | i | i | 13 | -0.3 | i | i | i |
| O=C(COC(=O)/C=C/c1ccco1)Nc1ncc(C(F)(F)F)cc1Cl | i | i | i | i | i | i | 25 | -0.6 | i | i | i |
| COc1cc(CN2CCCC(C(=O)c3ccc(C(C)(C)C)cc3)C2)cc(OC)c1O (stereo not drawn) | i | i | i | i | i | i | 14 | 0.6 | i | i | i |
| CCOC(=O)c1c(NC(=O)c2ccccc2Br)sc2c1CCc1ccccc1-2 | i | i | i | i | i | i | 23 | -0.4 | i | i | i |
| COc1cc(C(=O)Nn2c(C)nc3ccccc3c2=O)cc(OC)c1OC | i | i | i | i | i | i | -1 | 0.0 | i | i | i |
| Cc1cc(C)c2c(c1)c(C)cc1nnc(SCC(=O)NCc3ccco3)n12 | i | i | i | i | i | i | -10 | 0.2 | i | i | i |
| CC12CCC(C(=O)Nc3ccc(Cl)cc3)([C@H](Br)C1=O)C2(C)C (stereo partly drawn) | i | i | i | i | i | i | 9 | 0.0 | i | i | i |
| Cc1ccccc1-c1nc(CS(=O)(=O)CC(=O)NCCN2CCCC2)c(C)o1 | i | i | i | i | i | i | 14 | 0.0 | i | i | i |
| Oc1c(C(c2cccs2)N2CCOCC2)sc2ncnn12 (stereo not drawn) | x | i | i | i | i | i | 27 | 0.2 | i | i | i |
| O=C(c1cccc(Cl)c1)N(Cc1ccco1)C1CCS(=O)(=O)C1 (stereo not drawn) | i | i | i | i | i | i | 28 | -0.3 | i | i | i |
| CC1CCCCN1CCNC(=O)CCc1nnc2n(Cc3ccccc3)c(=O)c3ccccc3n12 (stereo not drawn) | i | i | i | i | i | i | 20 | -0.3 | i | i | i |
| CCN=C1S/C(=C\c2ccc(OCC)c(OC)c2)C(=O)N1CC | i | i | i | i | -5.1* | i | 17 | 0.0 | i | i | i |
| CNC(=O)NC(=O)C(C)OC(=O)c1c2c(nc3ccccc13)/C(=C/c1cccs1)CC2 (stereo not drawn) | i | i | i | i | i | i | 11 | 2.7 | i | i | i |
| CCOC(=O)C1CCN(S(=O)(=O)c2ccc(OC)c(OC)c2)CC1 | i | i | i | i | i | i | 11 | 0.3 | i | i | i |
| CC(=O)Nc1ccc(S(=O)(=O)NCC(=O)OCc2cc(=O)oc3ccc4ccccc4c23)cc1 | i | i | i | i | i | i | 25 | -0.1 | i | i | i |
| O=C(c1cccc([N+](=O)[O-])c1)N1CC2C3C=CC(C3)C2C1 (stereo not drawn) | i | i | i | i | i | i | 10 | -0.3 | i | i | i |
| COc1ccc(NC(=O)c2cc3ccc(O)cc3o/c2=N\O)cc1 | i | i | i | i | i | i | 16 | 3.6 | i | i | i |
| COc1cc(C(=S)N2CCCCC2)ccc1OCC(=O)Nc1ccc(F)cc1 | i | i | i | i | i | i | 13 | 0.1 | i | i | i |
| Brc1ccc(/C=N/N2CCN(C3c4ccccc4-c4ccccc43)CC2)s1 | i | i | i | i | i | i | 16 | -0.1 | i | i | i |
| Cc1ccc(CNC(=O)CCCn2c(=O)c3ccccc3n(CC(=O)NCc3ccco3)c2=O)cc1 | i | i | i | i | i | i | 14 | 0.2 | i | i | i |
| Cc1cc(-c2nnc(CCC(=O)N3CCN(Cc4cccc(F)c4)CC3)o2)c(C)o1 | i | i | i | i | i | i | 22 | 0.3 | i | i | i |
| CC(=O)N1N=C(C)CC1c1ccc(O)cc1 (stereo not drawn) | i | i | i | i | i | i | 10 | 0.2 | i | i | i |
| Cn1cccc1C(=O)NC(=O)COC(=O)CNC(=O)c1ccc(Cl)cc1Cl | i | i | i | i | i | i | 19 | -0.6 | i | i | i |
| CN(C)CCN(C(=O)C1CCN(S(=O)(=O)c2cccs2)CC1)c1nc2ccc(F)cc2s1 | i | i | i | i | i | i | 16 | 0.8 | i | i | i |
| Cc1ccc(Nc2ncnc(N)n2)cc1C | i | i | i | i | i | i | -24 | 0.0 | i | i | i |
| Cc1nn(Cc2ccccc2)c2ncccc12 | i | i | i | i | i | i | 29 | -8.3 | i | i | i |
| COc1ccc(Cc2nnc(N/N=C/c3ccccc3O)[nH]c2=O)cc1OC | i | i | i | i | i | i | -86* | 5.9 | i | i | i |
| C(=N\c1nccs1)/c1c[nH]c2ccccc12 | i | i | i | i | i | i | 2 | -0.3 | i | i | i |
| Cc1cc(C)cc(C(=O)Nc2ccc(N3CCN(S(C)(=O)=O)CC3)cc2)c1 | i | i | i | i | i | i | 10 | -0.1 | i | i | i |
| Cc1ccc(S(=O)(=O)NC(=O)NCCc2ccccc2)cc1 | i | i | i | i | i | i | 7 | 0.0 | i | i | i |
| CCN(CC)C(=O)C1CCCN(c2ccc([N+](=O)[O-])cc2)C1 (stereo not drawn) | i | i | i | i | i | i | 4 | -1.4 | i | i | i |
| CCCS(=O)(=O)N1CCN=C1SCc1cccc(C)c1 | i | i | i | i | i | i | 4 | -0.2 | i | i | i |
| CN(C)c1ccc(NC(=O)COC(=O)CCC(=O)c2ccc(F)cc2)cc1 | i | i | i | i | i | i | 13 | -0.3 | i | i | i |
| O=C(CN1CCN(CCOCCO)CC1)N1c2ccccc2Sc2ccc(Cl)cc21 | i | i | i | i | i | i | 14 | 1.2 | i | i | i |
| CC(C)COc1nc2ccccc2nc1N1CCN(C)CC1 | i | i | i | i | i | i | 23 | -6.9 | i | i | i |
| CC(=O)O[C@H]1c2ccccc2-c2ccccc2[C@@H]1OC(C)=O | i | i | i | i | i | i | 17 | -2.3 | i | i | i |
| CC(C)Cn1c(=O)oc2ccccc21 | i | i | i | i | i | i | 17 | 0.1 | i | i | i |
| COc1ccc(CC(=O)NNC(=O)c2c(-c3ccccc3Cl)noc2C)cc1OC | i | i | i | i | i | i | 36 | 0.4 | i | i | i |
| CCOC(=O)N1CCN(C(=O)c2ccc(NS(C)(=O)=O)cc2)CC1 | i | i | i | i | i | i | -2 | 0.0 | i | i | i |
| CCOc1ccc(NC(=O)N2CCC(NC(=O)C(Cc3cccc(F)c3)NC(C)=O)CC2)cc1 (stereo not drawn) | i | i | i | i | i | i | 16 | -1.0 | i | i | i |
| O=C1C2C3CCC(C3)C2C(=O)N1Cc1ccccc1 (stereo not drawn) | i | i | i | i | i | i | 12 | 0.4 | i | i | i |
| O=C(CN(Cc1ccccc1)C(=O)c1csnn1)NCc1ccc2c(c1)OCO2 | i | i | i | i | i | i | 17 | -0.2 | i | i | i |
| CC(=O)Nc1ccc(S(=O)(=O)N2CCN(c3nc(NC4CCCC4)c4ccccc4n3)CC2)cc1 | i | i | i | i | i | i | 33 | 0.0 | i | i | i |
| Nc1cccc2nc3ccccc3cc12 | i | i | i | i | i | -7.2* | 11 | -0.1 | i | i | i |
| O=C(NCc1ccc2c(c1)OCO2)c1ccc(Cl)c(S(=O)(=O)NCc2ccccc2)c1 | i | i | i | i | i | i | 44 | -0.1 | i | i | i |
| COc1ccc(CC(=O)Nc2ccc(-c3nnc(-c4ccccc4)o3)cc2)cc1OC | i | i | i | i | i | i | 31 | 0.0 | i | i | i |
| CN(c1ncc(C(F)(F)F)cc1Cl)N1C(=O)c2cccc(N)c2C1=O | i | i | i | i | i | i | 14 | 0.6 | i | i | i |
| COc1ccc(NC(=O)CCc2nnc3ccc(N4CCC(C)CC4)nn23)cc1OC | i | i | i | i | i | i | 14 | 0.8 | i | i | i |
| CCc1noc(C)c1C(=O)Nc1nc(-c2ccc(NC(C)=O)cc2)cs1 | i | i | i | i | i | i | -2 | -1.6 | i | i | i |
| CNS(=O)(=O)c1cnccc1N1CCN(c2cccc(C(F)(F)F)c2)CC1 | i | i | i | i | i | i | 14 | -0.2 | i | i | i |
| Cc1ccc(S(=O)(=O)c2cc3c(=O)n4cccc(C)c4nc3n(CC3CCCO3)c2=N)cc1C (stereo not drawn) | i | i | i | i | i | i | 22 | -0.5 | i | i | i |
| O=C(Nc1ccc(OCC(F)(F)C(F)F)c(C(F)(F)F)c1)c1ccccc1O | i | i | i | i | -5.7* | i | 23 | 5.5 | i | i | i |
| CCN1CCN(c2ncnc3sc(C(=O)Nc4ccccc4F)c(C)c23)CC1 | i | i | i | i | i | i | 24 | 0.3 | i | i | i |

Whole records as entered above.
CN(c1ncc(C(F)(F)F)cc1Cl)N1C(=O)c2cccc(N)c2C1=O across the screens: PolyA inhibitor: i; MrgX1 allo act: i; TRPC4 agonist: i; TRPC4 inh: i; MrgX1 antag: i; TRPC6 inh: i; AI-2 QS modul: 14; HIF activator: 0.6; TRPC6 activator: i; TRPC4 potent: i; MrgX1 agonist: i
Cn1cccc1C(=O)NC(=O)COC(=O)CNC(=O)c1ccc(Cl)cc1Cl across the screens: PolyA inhibitor: i; MrgX1 allo act: i; TRPC4 agonist: i; TRPC4 inh: i; MrgX1 antag: i; TRPC6 inh: i; AI-2 QS modul: 19; HIF activator: -0.6; TRPC6 activator: i; TRPC4 potent: i; MrgX1 agonist: i
